AGP1-GFP MLPCN: modulators of TOR pathway AGP1-GFP in S. cerevisiae. S. cerevisiae AGP1-GFP multiplex flow cytometry, 3 h; GFP as percent of DMSO wells. GFP response vs DMSO, % at 10 µM. 320,000 compounds, 0.02% hits. AID 2066;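 active means GFP response relative to DMSO above a set limit, near screen average plus 3 SD, cut at about 150% in these data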;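 further: median GFP channel fluorescence of the gated AGP1 strain per well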
RPL19A-GFP yeast: alters RPL19A-GFP fluorescence in TOR pathway yeast screen; S. cerevisiae RPL19A-GFP strain, flow cytometry, 3 h; hits give low values; percent response vs DMSO, % at 10 µM; 330,000 compounds, 0.3% hits; AID 2025;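 active means percent response vs DMSO below 50%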;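 further: median channel GFP fluorescence of the barcoded RPL19A-GFP strain; ratio of sample median GFP to plate DMSO average so 100% = DMSO; lower means less RPL19A-GFP as with rapamycin TOR inhibition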
CIT2-GFP yeast: modulators of TOR pathway CIT2-GFP in S. cerevisiae; S. cerevisiae CIT2-GFP strain, flow cytometry, 3 h; 100 means same as DMSO wells; GFP response vs DMSO, % at 10 µM; 320,000 compounds, 0.065% hits; AID 2029;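 active means GFP response relative to DMSO above a set limit, near the screen mean plus 3 SD, cut at about 150% in these data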;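 further: ratio of well median GFP fluorescence to mean of DMSO wells on the plate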
MEP2-GFP yeast: alters MEP2-GFP fluorescence in TOR pathway yeast screen; S. cerevisiae MEP2-GFP strain, flow cytometry GFP, 3 h; 100% = DMSO control level; GFP response vs DMSO, % at 10 µM; 330,000 compounds, 0.51% hits; AID 2016;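 active means GFP response versus DMSO above a set limit, roughly screen mean plus 3 SD, cut at about 180% in these data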;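 further: median GFP fluorescence of the barcode-gated MEP2-GFP cells per well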
GRK2 aptamer HTS: blocks RNA aptamer binding to human GRK2. P25098. bead flow cytometry, FAM-aptamer displacement from GRK2. inhibition of aptamer binding, % at 10 µM. 330,000 compounds, 0.59% hits. AID 488847;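 active means inhibition of aptamer binding above 40%, roughly 3 SD of noise, on plates passing a quality check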;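 further: median bead fluorescence of bound FAM aptamer so fluorescent compounds give negative values; no value below 0 was filed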
Target sequence (P25098 whole entry, looked up): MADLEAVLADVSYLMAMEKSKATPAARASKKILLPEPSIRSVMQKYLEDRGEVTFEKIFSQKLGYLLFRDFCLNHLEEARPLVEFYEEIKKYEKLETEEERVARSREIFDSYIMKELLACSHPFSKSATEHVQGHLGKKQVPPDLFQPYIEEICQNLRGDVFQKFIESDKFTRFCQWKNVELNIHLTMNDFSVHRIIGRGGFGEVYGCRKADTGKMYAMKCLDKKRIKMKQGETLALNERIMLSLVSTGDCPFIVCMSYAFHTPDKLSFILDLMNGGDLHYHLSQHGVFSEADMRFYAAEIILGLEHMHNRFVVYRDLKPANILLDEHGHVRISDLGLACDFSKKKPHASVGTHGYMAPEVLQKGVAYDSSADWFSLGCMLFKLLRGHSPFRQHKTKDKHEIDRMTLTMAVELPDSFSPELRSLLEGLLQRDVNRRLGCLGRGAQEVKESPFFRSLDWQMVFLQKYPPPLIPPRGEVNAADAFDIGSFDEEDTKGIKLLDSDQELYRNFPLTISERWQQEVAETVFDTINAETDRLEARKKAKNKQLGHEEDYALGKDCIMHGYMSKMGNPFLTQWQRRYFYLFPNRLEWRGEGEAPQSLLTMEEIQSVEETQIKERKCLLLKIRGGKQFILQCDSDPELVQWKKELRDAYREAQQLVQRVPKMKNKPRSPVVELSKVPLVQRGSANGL
Yeast superoxide: yeast age-related superoxide inhibition as caloric restriction mimetic; S. cerevisiae aged cells, superoxide DHE fluorescence; hits give low values; superoxide response (% of plate mean), % at 10 µM; 330,000 compounds, 0.18% hits; AID 2690;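 active means superoxide response under a set limit, about three screen SD below normal, cut at about 65% in these data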;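 further: yeast aged for seven days with compound at 30 °C before DHE staining; 100% = average MFI of all compound-treated wells on the plate with controls excluded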
LAP4-GFP MLPCN: modulators of TOR pathway LAP4-GFP in S. cerevisiae; 320,000 compounds, 0.34% hits; GFP response vs DMSO, % at 10 µM; S. cerevisiae LAP4-GFP multiplex, flow cytometry GFP, 3 h; median GFP as percent of DMSO wells; AID 2023;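 active means GFP response vs DMSO above a set limit, about the screen mean plus 3 SD, cut at about 150% in these data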
VLA-4 inh: inhibition in a human VLA-4 binding assay; P13612; VLA-4 expressing cells, ligand binding flow cytometry; inhibition, % (about 7 µM as worked out from the volumes in the protocol); 330,000 compounds, 0.2% hits; AID 2557; in the data active means inhibition above about 50%
* hit, by the source's call; . = not tested or not shown; [ ] = dose if it differs, or a comment.

Start of the listing, in advance (3 entries):
SMILES	AGP1-GFP MLPCN	RPL19A-GFP yeast	CIT2-GFP yeast	MEP2-GFP yeast	GRK2 aptamer HTS	Yeast superoxide	LAP4-GFP MLPCN	VLA-4 inh
O=C(Nc1ccc(N2CCN(C(=O)c3ccco3)CC2)c(Cl)c1)c1cccs1	97.3	97.1	94.0	105.6	0.0	117.3	105.3	-9.3
CCc1cc2c(NCCO)ncnc2s1	93.8	94.9	90.6	93.2	3.0	103.8	87.5	7.8
COCCN(C(=O)CSc1n[nH]c(-c2ccccc2)n1)c1c(N)n(Cc2ccccc2)c(=O)[nH]c1=O	104.5	100.6	98.2	94.1	3.0	101.9	99.1	-8.2

The whole of this part, previewed entries included:
SMILES	AGP1-GFP MLPCN	RPL19A-GFP yeast	CIT2-GFP yeast	MEP2-GFP yeast	GRK2 aptamer HTS	Yeast superoxide	LAP4-GFP MLPCN	VLA-4 inh
O=C(Nc1ccc(N2CCN(C(=O)c3ccco3)CC2)c(Cl)c1)c1cccs1	97.3	97.1	94.0	105.6	0.0	117.3	105.3	-9.3
CCc1cc2c(NCCO)ncnc2s1	93.8	94.9	90.6	93.2	3.0	103.8	87.5	7.8
COCCN(C(=O)CSc1n[nH]c(-c2ccccc2)n1)c1c(N)n(Cc2ccccc2)c(=O)[nH]c1=O	104.5	100.6	98.2	94.1	3.0	101.9	99.1	-8.2
CCCc1c(O)nc(SCC(=O)N2CCCCC2)[nH]c1=O	98.0	107.2	99.0	102.8	1.0	117.7	86.3	13.6
CCN(CC)C(=O)c1c(Cl)nc(C)c([N+](=O)[O-])c1C	99.0	102.0	100.1	81.7	2.0	97.6	87.0	-0.7
COc1ccc(CCNCC(O)COc2cccc(Br)c2)cc1OC (stereo unspecified)	99.6	104.0	103.0	114.0	1.0	90.5	101.8	3.8
CC1CCCC(NC(=O)COC(=O)CCC2CCCC2)C1C (stereo unspecified)	112.3	102.3	109.2	104.5	1.0	84.1	99.0	9.0
NC(=O)CSc1nccn1Cc1ccc2c(c1)OCO2	100.6	96.6	107.3	107.3	1.0	103.8	105.2	14.5
CCC(=O)N1CCC2(CC1)Oc1ccc(Cl)cc1C(=O)C21CC(c2ccc(Cl)cc2)=NO1 (stereo unspecified)	81.2	96.0	82.1	90.5	2.0	108.2	124.6	13.9
CCCCc1cc(=O)oc2cc(C)cc(OCC(=O)NCc3ccncc3)c12	101.1	100.0	109.5	113.0	0.0	98.1	99.8	1.9
Cc1onc(-c2ccccc2)c1C(=O)NCc1ccccn1	89.6	96.2	85.4	88.8	3.0	110.2	98.4	-2.6
[O-]C1=N/[N+](=C/c2ccc(Cl)c(Cl)c2)CC1	103.2	99.7	103.9	107.6	2.0	92.6	106.0	15.8
O=C(COC(=O)Cc1ccsc1)Nc1ccc(Cl)cc1F	100.5	100.6	112.9	104.0	0.0	104.5	99.9	0.7
CC(C)c1ccccc1OCCNS(C)(=O)=O	88.7	88.7	94.2	94.1	0.0	133.8	87.6	7.5
Cc1cc(S(=O)(=O)N2CCN(c3ccc(F)cc3)CC2)ccc1-n1cnnn1	110.7	103.2	108.8	102.2	0.0	81.7	100.2	7.7
N#Cc1ccc(CSCC(=O)NN=C2CCCC2)cc1	101.6	98.4	105.6	98.3	0.0	99.7	102.0	21.3
COc1ccccc1NC(=O)c1ccc(CSc2ncccn2)cc1	91.2	84.5	82.8	87.0	0.0	100.5	104.6	3.8
CCCCC1NC(C(=O)O)CS1 (stereo unspecified)	97.8	105.1	102.4	104.5	2.0	87.2	91.5	22.0
CC(Cc1ccccc1)C(=O)NCCO (stereo unspecified)	98.0	108.4	89.7	104.7	0.0	102.2	113.1	-1.9
O=C(CCNC(=O)c1ccco1)Nc1ccc(Cl)cc1	99.4	93.2	101.7	100.5	4.0	94.7	100.1	16.4
COc1ccc(C2(C)NC(=O)N(CC(=O)c3ccc4c(c3)OCO4)C2=O)cc1 (stereo unspecified)	94.2[may fluoresce green]	97.1[may fluoresce green]	107.7[may fluoresce green]	98.1[may fluoresce green]	2.0	96.5	90.7[may fluoresce green]	-12.6
C=CCSc1nc2c(c(=O)[nH]c(=O)n2C)n1C(C)C	111.0	104.5	107.2	113.7	1.0	100.2	107.4	6.5
Cc1ccc(S(=O)(=O)N2CCOCC2)cc1C(=O)OC(C)C(=O)c1ccccc1 (stereo unspecified)	105.4	99.2	99.9	97.1	0.0	99.8	99.3	-2.1
COC(=O)C1CC(=O)N(c2ccc(OCc3ccccc3Cl)cc2)C1 (stereo unspecified)	92.3	101.8	102.3	108.5	2.0	105.3	93.4	7.6
COc1ccc(OC)c(/C=N/NC(=O)c2ccc3nc[nH]c3c2)c1	109.2	99.8	103.8	95.5	1.0	112.7	120.4	-9.7
COc1ccc2c(C=Nc3c(C)n(C)n(-c4ccccc4)c3=O)c(O)n(Cc3ccco3)c(=O)c2c1	96.4	95.9	98.0	101.4	2.0	103.2	103.3	9.5
COc1cc(OC)cc(C(=O)N/N=C/c2ccc(OC)c(COc3ccc4ccccc4c3)c2)c1	115.3	116.8	110.0	119.3	0.0	95.6	116.5	6.5
CC1(C)CC(=O)C2=C(C1)OC(N)=C(C#N)C2c1ccc[nH]1 (stereo unspecified)	95.4	95.3	95.7	98.4	7.0	97.5	98.7	-2.7
COc1ccc(NC(=O)Cn2nnc(C(=O)Nc3ccc(F)c(Cl)c3)c2N)cc1	94.1	97.0	95.5	99.5	0.0	89.8	93.9	3.6
Cc1ccc(C(=O)NCCc2cccc(Cl)c2)cc1[N+](=O)[O-]	100.5	107.4	99.7	104.9	1.0	100.9	106.0	2.7
CCn1c(=S)sc2c(=O)n(CC(=O)Nc3ccccc3OC)c(C)nc21	102.8	99.5	98.9	98.2	0.0	281.1	98.7	13.5
Cc1ccc(NS(=O)(=O)c2ccc(NC(=O)c3ccc(-c4ccccc4)cc3)cc2)c(C)c1	110.5	91.9	115.1	150.2	0.0	102.8	128.4	2.5
Cc1ccc(NC(=O)C(C)c2cccc(C(=O)c3ccccc3)c2)cc1 (stereo unspecified)	100.4	96.3	92.7	101.7	0.0	108.3	101.1	-13.8
O=C(NCc1ccccn1)C1C2C=CC(C2)C1C(=O)Nc1ccc(F)cc1 (stereo unspecified)	96.2	94.6	101.1	100.0	3.0	103.3	97.2	2.7
O=S(=O)(c1ccc(Cl)s1)N1CCN(C/C=C/c2ccccc2)CC1	102.0	102.5	103.5	109.1	1.0	108.9	112.6	10.5
Cc1ccc(-c2nnc(CSc3nncn3N)o2)cc1	57.2	88.5	112.2	106.0	0.0	106.2	91.8	-1.7
O=C(NCCN1CCOCC1)C1CCN(Cc2ccccc2O)CC1	101.0	101.5	100.3	101.1	0.0	102.9	92.3	8.1
Cc1c(C)[n+](=O)c2c(n1[O-])C(Br)CCC2Br (stereo unspecified)	106.2	96.1	96.7	94.2	4.0	97.3	112.5	12.1
Cc1cccc(C)c1C(OCCN(C)C)C1CCCCC1 (stereo unspecified)	93.0	102.7	100.3	103.2	0.0	94.1	86.2	4.7
CCCCNC(=O)CCn1c(=O)c2cccn2c2ccc(F)cc21	97.8	103.0	98.5	104.8	0.0	94.4	93.5	8.5
COc1cc(OC)c(NS(=O)(=O)c2c(C(=O)N3CCCCC3)c(C)n(C)c2C)cc1Cl	102.7	102.2	102.4	101.8	1.0	79.7	93.7	4.0
CC1CC(C)CN(C(=O)C2CCC(CNc3c(N4CCCCC4)c(=O)c3=O)CC2)C1 (stereo unspecified)	97.8	93.4	91.5	93.0	0.0	112.2	97.1	-7.3
CCOC(=O)N1CCN(C(=O)c2ccccc2NC(=O)COc2ccccc2C)CC1	93.6	94.4	96.1	99.9	3.0	99.0	98.2	17.2
CSc1nnc(SCC(=O)N(C)c2c(N)n(Cc3ccccc3)c(=O)[nH]c2=O)s1	104.2	95.7	95.0	99.9	0.0	92.0	98.2	7.8
O=C(CC1S/C(=N/N=C/c2cccs2)NC1=O)Nc1ccc(Cl)c(Cl)c1 (stereo unspecified)	99.9	103.0	89.3	87.3	0.0	95.3	91.7	0.9
COc1ccc2nc(Nc3nc(-c4cc5ccccc5oc4=O)cs3)sc2c1	97.1	101.5	98.0	98.6	0.0	107.0	90.2	10.0
CCOC(=O)c1sc(N2N=C(C)C(N=Nc3cccc(C)c3)C2=O)nc1C (stereo unspecified)	102.4	99.6	104.4	100.7	1.0	99.2	104.3	-8.3
O=c1cc(N=Nc2ccc(Cl)cc2)[nH]c(=O)[nH]1	94.0	98.0	98.9	103.5	0.0	76.8	108.8	10.7
Cc1cccc(Oc2ncnc3onc(C)c23)c1	98.5	98.8	108.5	98.3	0.0	97.7	108.3	2.6
CCCOc1ccc(-c2nnn(CC(=O)N3CCCC(C)C3)n2)cc1 (stereo unspecified)	104.5	100.5	99.6	105.3	0.0	76.7	109.5	1.7
CCC[C@@H]1CCCO[C@@](C(=O)NCCN2CCOCC2)(C(F)(F)F)C1	91.8	99.5	92.6	94.9	0.0	96.2	110.3	-7.7
CN(c1cnn(-c2ccccc2)c(=O)c1Cl)n1cccc1	110.8	98.1	96.2	99.5	4.0	102.4	109.5	22.9
O=C(CCCC(=O)N(CC(=O)NC1CCCCC1)Cc1ccccc1)Nc1ccccn1	94.4	97.6	91.9	98.3	.	117.2	90.6	7.3
Oc1cccc2c3c(oc12)CCCC3	95.8	93.4	87.2	87.2	2.0	89.7	90.0	14.0
O=C(/C=C/CCc1ccc2c(c1)OCO2)N1CCCCC1	98.8	98.1	96.8	97.2	0.0	108.8	100.3	20.6
O=C(c1cc(-c2cccs2)nc2ccccc12)N1CCN(c2ccccc2)CC1	90.0	93.3	90.2	106.7	0.0	93.8	101.2	11.3
COc1ccc(CC(C(=O)Nc2ccc(OC)cc2)c2nn[nH]n2)cc1 (stereo unspecified)	94.8	100.1	99.0	100.9	2.0	102.9	86.7	-8.2
O=C(COc1ccc2ccccc2c1CN1CCOCC1)N1CCc2ccccc21	100.1	95.4	96.6	102.4	0.0	91.2	89.3	22.0
COc1ccccc1C(=O)O/N=C(\N)c1ccccc1Cl	97.1	102.5	101.7	93.1	1.0	73.7	96.6	-1.0
CCOc1ccc2[nH]cc(S(=O)(=O)c3ccc(C)cc3)c(=O)c2c1	101.4	89.8	97.0	98.2	1.0	107.8	106.0	20.6

Next section.
SMILES	AGP1-GFP MLPCN	RPL19A-GFP yeast	CIT2-GFP yeast	MEP2-GFP yeast	GRK2 aptamer HTS	Yeast superoxide	LAP4-GFP MLPCN	VLA-4 inh
Cc1ccc(S(=O)(=O)Nc2cccc3c2O[C@H](CN(C)Cc2ccc(-c4ccccc4)cc2)[C@@H](C)CN([C@H](C)CO)C3=O)cc1	94.6	91.0	91.8	87.2	3.0	103.7	90.4	-8.3
Cc1ccc(Cl)cc1NC(=O)COC(=O)c1ccc(COc2ccc3c(C)cc(=O)oc3c2)cc1	96.8	99.4	83.0	104.6	0.0	100.3	100.3	24.7
CN(C)C(CNC(=O)c1ccc([N+](=O)[O-])cc1Cl)c1ccco1 (stereo unspecified)	101.8	106.6	103.3	108.2	0.0	103.0	98.1	5.4
Cc1n[nH]c(=O)c2c(NC(=O)COC(=O)Cc3c(F)cccc3Cl)oc(C)c12	100.0	95.2	99.5	105.1	1.0	103.2	92.4	1.5
O=C(CCN1C(=O)/C(=C/c2ccccc2Cl)SC1=S)NNC(=O)c1ccccc1O	99.8	101.8	96.5	102.9	0.0	109.0	94.6	6.7
Cc1ccn2cc(CSc3ccccc3N)nc2c1	105.9	102.7	104.9	108.0	1.0	81.6	106.2	28.9
CCN(CC(=O)Nc1ccc([N+](=O)[O-])cc1OC)c1ccccc1	99.7	93.2	93.7	99.5	0.0	104.9	97.4	13.9

High-throughput results: PubChem BioAssay, NMMLSC
